FUS suppressor – qHTS for Suppressors of FUS Proteinopathy: Primary screen using FUS-linked yeast assay. S. cerevisiae FUS-expressing, growth rescue, OD600, 24 h. Potency, µM (highest dose often 76.6 µM), without a hit: at the highest dose growth rescue (activation), actives largely listed as activators. 390,000 tested, 0.24% active; active means well fitted activation curve with a large enough effect; inconclusive means small, poorly fitted or top-dose-only effect; inactive means no such curve, though single readings can be large or run the other way;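 further: plate controls were DMSO vehicle for no effect and reference control for full effect; nearly all actives have a fitted effect of over 55% in size; some results filed as inactive show a strong effect at the top dose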
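Absorbance at 600 nm, taken 24hr after compound addition, measured rescue of FUS-yeast growth at 30C. Induction used 2% galactose with seeding at OD 0.005. Controls: CP55940 from 92uM final, DMSO only.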
* marks the source's active call; other numbers are inactive results; ? = inconclusive. Potency means the concentration at half of the fitted maximal effect. Not all compounds are listed, so the mix of outcomes need not match the whole.

SMILES | FUS suppressor
c1ccc2cc3[nH]c(CNc4nc(N5CCOCC5)nc5c4ncn5-c4ccsc4)nc3cc2c1 | 14µM*
O=C(OCC#CCSc1nnc(-c2ccco2)o1)c1ccc(F)cc1 | 10%
CCOc1ccccc1NC(=O)CSc1nnc(SCc2ccccc2)s1 | 22%
CC(C)C[C@@H]1COc2cc(N3CCCC3)ccc2S(=O)(=O)N1C | 18%
Cc1ccc(NC(=S)NNC(=O)CSc2nc3sc4c(c3c(=O)n2-c2ccccc2)CCCC4)cc1 | ?
CCCCNC(=O)N1CCC(c2nc3ccc(Cl)cc3[nH]2)CC1 | 16%
CCOC(=O)[C@@H]1c2[nH]c3ccccc3c2C[C@@]2(C(=O)OC)C=CCN12 | 26%
Cn1c(=O)c2[nH]c(SCC(=O)NCCc3cccc(F)c3)nc2n(C)c1=O | -16%
CN1C(=O)c2cc(NC(=O)C3CCOCC3)ccc2OC[C@@H]2O[C@@H](CC(=O)NCc3ccccc3F)CC[C@@H]21 | -9%
CCN(C(=O)[C@@H](C1CC1)[C@@H](O)c1ccc(Cl)cc1)c1ccccc1 | -1%
COC(=O)[C@@]1(OC(C)=O)CC(OC(C)=O)[C@H](OC(C)=O)[C@H](OC(C)=O)C1Br (stereo partly specified) | -10%
O=C(CSc1nnc(COc2ccccc2)n1-c1ccccc1)Nc1ccc2c(c1)OCCO2 | 6%
CCCCCn1nnnc1C1(C)CN(S(C)(=O)=O)CC(=O)N1Cc1ccco1 (stereo unspecified) | -2%
Cn1c(SCC(=O)Nc2ccc(S(=O)(=O)Nc3nccs3)cc2)nc2sc3c(c2c1=O)CCCC3 | ?
Nn1c(SCC(=O)Nc2ccccc2-c2ccccc2)nnc1-c1n[nH]c2c1CCC2 | 25%
Cc1ccc(-c2nnc(SCC(=O)Nc3ccc(-c4nc5ccc(C)cc5s4)cc3)n2Cc2ccco2)cc1 | 27%
COCCCNC(=O)C[C@H]1C[C@@]2(C(=O)OC)C(=C[C@H](C3CCCC3)O[C@@H]2C)N(Cc2cccc3ccccc23)C1=O | ?
CCn1c(COc2ccccc2)nnc1SCC(=O)Nc1ccc(S(=O)(=O)Nc2cc(C)nc(C)n2)cc1 | 23%
CCC(=O)N(Cc1ccccc1)c1ccccc1C(=O)Nc1cc(OC)ccc1OC | 35%
CN1C(=O)c2cc(NC(=O)c3ccccc3)ccc2OC[C@H]2O[C@@H](CC(=O)NCC3CC3)CC[C@@H]21 | 5%
CN(Cc1ccccc1)C(=O)OCc1cn(Cc2ccc(Cl)cc2)nn1 | 15%
c1ccc(Cn2ccc3ccc(-c4ccc5ccn(Cc6cccc(Oc7ccccc7)c6)c5c4)cc32)cc1 | ?
COC(=O)[C@]12C[C@H](CC(=O)NCc3cccc(C(F)(F)F)c3)C(=O)N(Cc3cccc4ccccc34)C1=C[C@H](C(C)(C)C)O[C@@H]2C | ?
CCCC1CCC2(CCC(=O)N2CCO)CC1 (stereo unspecified) | 6%
COC(=O)c1cccc(Cn2ccc3ccc(-c4ccc5ccn(C(=O)c6ccc(C)cc6)c5c4)cc32)c1 | ?

(further entries)
SMILES | FUS suppressor
CCOC(=O)[C@@]12CN(C(=O)OC(C)(C)C)CC=C1N(Cc1ccc(OC)cc1)C(=O)[C@H]2CC(=O)NCc1cccs1 | ?
Cc1cc(NS(=O)(=O)c2ccc(NC(=O)CSc3nnc(-c4ccncc4)n3Cc3ccco3)cc2)nc(C)n1 | 27%
CCC(C)CNC(=O)c1cn(C(C)c2ccccc2)nn1 (stereo unspecified) | -2%
Cc1cccc(C)c1-n1nnnc1C1c2ccccc2OCC(=O)N1Cc1ccc(F)cc1 (stereo unspecified) | -1%
COC(=O)[C@]12C[C@H](CC(=O)N3CCOCC3)C(=O)N(CCC3=CCCCC3)C1=C[C@H](C1CCCC1)O[C@@H]2C | ?
O=S1(=O)c2ccc(N3CCSCC3)cc2Oc2ccccc2CN1Cc1cn(Cc2cccc(C(F)(F)F)c2)nn1 | 31%
CCCCCN1CCCCC(NC(=O)C(C)(C)C)C1=O (stereo unspecified) | -22%
COc1ccc(NC(=O)NCCCN2CCN(c3ccc(F)cc3)CC2)cc1OC | 10%
CCC(CO)Nc1cccc2c1S(=O)(=O)N(Cc1cn(Cc3ccc(C(F)(F)F)cc3)nn1)Cc1ccccc1O2 (stereo unspecified) | ?
COC(=O)[C@]1(C#N)CC(=O)N(Cc2ccc(Cl)cc2)[C@@H]1c1ccccc1 | 6%
Cc1ccc(-n2c(SCC(=O)N/N=C/C=C\c3ccco3)nnc2-c2ccccc2)cc1 | ?
CCCCNC(=O)NS(=O)(=O)c1ccc(NC(=O)CSc2nnc(-c3cccs3)n2-c2ccc(OC)cc2)cc1 | 9%
Cc1nc2ccc(C(=O)N3CCN(C(=O)OCc4ccccc4)CC3)cc2n1C1CCCC1 | 7%
Cc1cc(=O)[nH]c(SCC(=O)Nc2ccc(F)cc2F)n1 | 9%
CCN(CC)C(=O)CC[C@@H]1CC[C@]2(CCCN(Cc3cccs3)C2)O1 | -12%
O=C(NC1CCCCN(Cc2cccc(Cl)c2)C1=O)c1c(F)cccc1F (stereo unspecified) | -2%
CCOC(=O)CC[C@@]1(C(=O)OCC)C[C@@H](CC(=O)NCc2cccs2)C(=O)N2CCCC=C21 | 0%
COC(=O)[C@]12C[C@H](CC(=O)NCc3cccs3)C(=O)N(Cc3cccc4ccccc34)C1=C[C@H](COCc1ccccc1)O[C@@H]2C | ?
O=C(NC1CCCCN(Cc2cccc(C(F)(F)F)c2)C1=O)c1ccc(F)cc1 (stereo unspecified) | ?
N#Cc1ccc(/C=C2\CC3(OC(=O)C4CCCCC4)CCCN2C3)cc1 (stereo unspecified) | 22%
COc1ccc(NC(=O)C(OC(=O)CNC(=O)c2ccccc2)c2ccccc2)cc1F (stereo unspecified) | 13%
CN(C)CCCNC(=O)C[C@@H]1CC[C@@H]2[C@H](COc3ccc(NC(=O)c4cccc(F)c4)cc3C(=O)N2C)O1 | -12%
C=CCn1c(COc2ccccc2)nnc1SCC(=O)c1ccc(-c2ccccc2)cc1 | 1%
COC(=O)C12C=C3CC(c4ccc(OC)cc4)=C3C(=O)N1Cc1[nH]c3ccccc3c1C2 (stereo unspecified) | -11%
O=C(NC1CCCCN(Cc2ccc(Cl)cc2)C1=O)c1ccc2ccccc2c1 (stereo unspecified) | ?

The closing 5 compounds of the part above are carried over, then new ones follow.
SMILES | FUS suppressor
COc1ccc(NC(=O)C(OC(=O)CNC(=O)c2ccccc2)c2ccccc2)cc1F (stereo unspecified) | 13%
CN(C)CCCNC(=O)C[C@@H]1CC[C@@H]2[C@H](COc3ccc(NC(=O)c4cccc(F)c4)cc3C(=O)N2C)O1 | -12%
C=CCn1c(COc2ccccc2)nnc1SCC(=O)c1ccc(-c2ccccc2)cc1 | 1%
COC(=O)C12C=C3CC(c4ccc(OC)cc4)=C3C(=O)N1Cc1[nH]c3ccccc3c1C2 (stereo unspecified) | -11%
O=C(NC1CCCCN(Cc2ccc(Cl)cc2)C1=O)c1ccc2ccccc2c1 (stereo unspecified) | ?
C=CCN1C(=O)[C@@H](CC(=O)NCC23CC4CC(CC(C4)C2)C3)[C@]2(C(=O)OCC)CCCCC/C=C/12 | ?
Cc1ccccc1CNC(=O)CN1CCCc2ccccc21 | 5%
COCC(=O)N(c1ccc(C(C)(C)C)cc1)C(C(=O)NC(C)(C)C)c1cccnc1 (stereo unspecified) | 21%
O=C(NCCc1c[nH]c2ccccc12)OCc1cn(Cc2cccc(C(F)(F)F)c2)nn1 | 30%
Cc1ccc(S(=O)(=O)N2CCCC(C(=O)NCCN3CCC(Cc4ccccc4)CC3)C2)cc1 (stereo unspecified) | 32%
COc1cccc(CSc2nnc(-c3cccnc3)n2Cc2ccccc2)c1 | 20%
COc1ccc(N2CCN(CCCNC(=O)COc3ccc(C)cc3)CC2)cc1 | -2%
C=CCN1C(=O)[C@H](CC(=O)NCc2cccs2)[C@@]2(C(=O)OCC)CCCC=C12 | -7%
COC(=O)C1CN(Cc2cn(Cc3ccc(Cl)cc3)nn2)CCS(=O)(=O)N1Cc1ccc(C)cc1 (stereo unspecified) | 39%
C=CCN(C(=O)[C@@H](CCCC)[C@@H](O)c1ccc(C(C)=O)cc1)c1ccccc1 | 30%
COc1ccc(OC)c(CN2C(=O)CSCC2(C)c2nnnn2C2CCCC2)c1 (stereo unspecified) | 12%
COc1cccc(C2CC=C(C(=O)O)CN2S(=O)(=O)c2ccc(C)cc2)c1 (stereo unspecified) | 4%
COC(=O)[C@]12C[C@H](CC(=O)NCc3ccc(C)o3)C(=O)N(Cc3ccc(Cl)cc3Cl)C1=C[C@H](COCc1ccccc1)O[C@@H]2C | ?
Cn1cc(-c2cccc3[nH]cc(-c4ccccc4)c23)c2ccccc21 | 7%
COc1ccc(N2CCCN(CC(=O)Nc3ccc(Cl)c(Cl)c3)CC2)cc1 | 29%
C[C@@H]1COc2cc(F)ccc2S(=O)(=O)N1C | -15%
CCc1ccccc1CNC(=O)C1CCC(CNS(=O)(=O)c2cccc3cccnc23)CC1 (stereo unspecified) | ?
CCCC1CCC2(CC1)CCC2OC(=O)Nc1ccc(C)cc1 (stereo unspecified) | -11%
O=C(Nc1ccc(C(O)(C(F)(F)F)C(F)(F)F)cc1)c1ccc(F)cc1Cl | -8%
COc1ccccc1CCNC(=O)C1CCN(c2nc(C)cc(C)n2)CC1 | -11%
COc1ccc(CNS(=O)(=O)CC2NCCc3ccccc32)cc1 (stereo unspecified) | -12%
COC(=O)[C@]12C[C@H](CC(=O)NCc3cccc4ccccc34)C(=O)N(Cc3ccccc3)C1=C[C@H](COCc1ccccc1)O[C@@H]2C | ?
CC(C)CNc1ccc2c(c1)OC[C@@H](CC(C)C)NS2(=O)=O | -10%
CC(C)C[C@@H]1COc2cc(Br)ccc2S(=O)(=O)N1Cc1cn(CC2CCCCC2)nn1 | -5%
CC1(c2nnnn2Cc2ccccc2)CCCCC(=O)N1Cc1cccs1 (stereo unspecified) | -1%

Taken from the listing for reference:
SMILES | FUS suppressor
O=C(Nc1ccc(C(O)(C(F)(F)F)C(F)(F)F)cc1)c1ccc(F)cc1Cl | -8%
COc1ccccc1CCNC(=O)C1CCN(c2nc(C)cc(C)n2)CC1 | -11%
COc1ccc(CNS(=O)(=O)CC2NCCc3ccccc32)cc1 (stereo unspecified) | -12%
COC(=O)[C@]12C[C@H](CC(=O)NCc3cccc4ccccc34)C(=O)N(Cc3ccccc3)C1=C[C@H](COCc1ccccc1)O[C@@H]2C | ?
CC(C)CNc1ccc2c(c1)OC[C@@H](CC(C)C)NS2(=O)=O | -10%
CC(C)C[C@@H]1COc2cc(Br)ccc2S(=O)(=O)N1Cc1cn(CC2CCCCC2)nn1 | -5%
CC1(c2nnnn2Cc2ccccc2)CCCCC(=O)N1Cc1cccs1 (stereo unspecified) | -1%

(more compounds)
SMILES | FUS suppressor
CO[C@H]([C@H](C)/C=C/N(C)C=O)[C@@H](C)C(=O)CC[C@H](C)[C@H](O)[C@H](C)[C@H]1OC(=O)/C=C/C(C)=C/C[C@H](O)C[C@@H]2C=CC[C@@H](C[C@H](OC)[C@@H](C)[C@@H](OC)C[C@@H](OC)[C@@H]1C)O2 | 14µM*
Cc1c[nH]c2cccc(-c3ccc(Cl)cc3Cl)c12 | -1%
COc1ccc(Oc2c(Cl)cnn(-c3ccc(C(C)C)c(C)c3)c2=O)cc1 | 12%
COc1ccc(-n2c(SCC(=O)Nc3cccc4ccccc34)nnc2-c2ccco2)cc1 | ?
COCCN1C(=O)C2=C(C1=O)C1N(C)c3ccccc3[C@@]13C[C@@H](CO)N(S(=O)(=O)c1ccc(OC)cc1)C3=N2 (stereo partly specified) | ?
CCc1ccc(CCNC(=O)OCCCN2CCC3(CCC(C)CC3)C2=O)cc1 (stereo unspecified) | ?
COC(=O)[C@]12C[C@H](CC(=O)NCC3CCCCC3)C(=O)N(CCC3=CCCCC3)C1=C[C@H](C(C)C)O[C@@H]2C1CC1 | 0%
Cc1ccc(C(=O)C2CCN(CC(=O)N3CC(C)CC(C)C3)CC2)cc1 (stereo unspecified) | -1%
Cc1ccc(C=Nn2c(-c3n[nH]c4c3CCC4)n[nH]c2=S)o1 | -8%
N#CCC[C@H]1CC[C@]2(CCCN(C(=O)c3ccccc3)C2)O1 | 6%
O=C(CSc1nnc(-c2ccccn2)n1-c1ccc(Cl)cc1)Nc1ccccc1-c1ccccc1 | ?
CCOc1ccc(-n2c(SCC(=O)Nc3cccc4ccccc34)nnc2-c2ccccc2)cc1 | -3%
Cc1ccc(S(=O)(=O)N2CCC(c3nc4ccccc4o3)CC2)s1 | -13%
COC(=O)[C@]12C[C@H](CC(=O)NCc3cccs3)C(=O)N(Cc3cccc4ccccc34)C1=C[C@H](C(C)C)O[C@@H]2C1CC1 | ?
Cc1ccc(C)c(NC(=O)Cn2nnc(-c3ccncc3)n2)c1 | 10%
CCCC1CCC2(CCCN2CCOC(=O)Nc2ccc(OC)cc2)CC1 (stereo unspecified) | 31%
CC[C@@]1(c2ccc(C)cc2)C(=O)N(C(=O)OC)N1C(=O)OC | -11%
CCOC(=O)[C@]12CCCCC/C=C\1N(CCc1ccc(Cl)cc1)C(=O)[C@H]2CC(=O)NCC12CC3CC(CC(C3)C1)C2 | -17%
Cc1ccc(CSc2nnc(-c3cccs3)o2)cc1C | 30%
C#CCNC(=O)C[C@H]1C[C@@]2(C(=O)OC)C(=C[C@H](C3CCCC3)O[C@@H]2C)N(Cc2cccc3ccccc23)C1=O | ?

Bioassay records (PubChem BioAssay)
